# SKN-1 block – suppressors of acrylamide-induced Pgst-4::GFP reporter in worms, primary screen, SKN-1 inhibitor project, whole organism, uHTS, GFP/RFP fluorescence ratio, strain VP596 | C. elegans VP596 Pgst-4::GFP/RFP ratio, 24 h | inhibition, % at 21.8 µM | 0.49% of 360,000 active | AID 624304, 2012;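 active means interference check ratio from 0.5 to 1.5 plus GFP to RFP signal ratio inhibition reaching or exceeding a fixed threshold, cut at about 30% in these data, passing the limit was not always enough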; further: some compounds called inactive have numbers as strong as hits
# MsrA act – bovine MsrA enzyme activators, primary screen, biochemical, absorbance, HTS. Methionine sulfoxide reductase A (Bos taurus). purified bovine MsrA, absorbance read-out. activation, % at 10.6 µM. 0.3% of 360,000 active. AID 602163, 2012; in the data active means activation above about 7.5%;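 further: 0% = vehicle and 100% = reference activator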
# FAS-TE inh – FAS thioesterase domain inhibitors, primary screen, biochemical, fluorescence intensity, uHTS | 0.67% of 360,000 active | inhibition, % at 15 µM | AID 602261, 2012 | recombinant FAS-TE, OMFH fluorogenic substrate, fluorescence endpoint;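 active means compounds whose normalised, plate-corrected inhibition of enzyme fluorescence in the single-dose primary screen is 50% or more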;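 further: 0% = DMSO with enzyme and 100% = substrate without enzyme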
# Target sequence (P49327 whole entry, looked up, the tested form may be a part): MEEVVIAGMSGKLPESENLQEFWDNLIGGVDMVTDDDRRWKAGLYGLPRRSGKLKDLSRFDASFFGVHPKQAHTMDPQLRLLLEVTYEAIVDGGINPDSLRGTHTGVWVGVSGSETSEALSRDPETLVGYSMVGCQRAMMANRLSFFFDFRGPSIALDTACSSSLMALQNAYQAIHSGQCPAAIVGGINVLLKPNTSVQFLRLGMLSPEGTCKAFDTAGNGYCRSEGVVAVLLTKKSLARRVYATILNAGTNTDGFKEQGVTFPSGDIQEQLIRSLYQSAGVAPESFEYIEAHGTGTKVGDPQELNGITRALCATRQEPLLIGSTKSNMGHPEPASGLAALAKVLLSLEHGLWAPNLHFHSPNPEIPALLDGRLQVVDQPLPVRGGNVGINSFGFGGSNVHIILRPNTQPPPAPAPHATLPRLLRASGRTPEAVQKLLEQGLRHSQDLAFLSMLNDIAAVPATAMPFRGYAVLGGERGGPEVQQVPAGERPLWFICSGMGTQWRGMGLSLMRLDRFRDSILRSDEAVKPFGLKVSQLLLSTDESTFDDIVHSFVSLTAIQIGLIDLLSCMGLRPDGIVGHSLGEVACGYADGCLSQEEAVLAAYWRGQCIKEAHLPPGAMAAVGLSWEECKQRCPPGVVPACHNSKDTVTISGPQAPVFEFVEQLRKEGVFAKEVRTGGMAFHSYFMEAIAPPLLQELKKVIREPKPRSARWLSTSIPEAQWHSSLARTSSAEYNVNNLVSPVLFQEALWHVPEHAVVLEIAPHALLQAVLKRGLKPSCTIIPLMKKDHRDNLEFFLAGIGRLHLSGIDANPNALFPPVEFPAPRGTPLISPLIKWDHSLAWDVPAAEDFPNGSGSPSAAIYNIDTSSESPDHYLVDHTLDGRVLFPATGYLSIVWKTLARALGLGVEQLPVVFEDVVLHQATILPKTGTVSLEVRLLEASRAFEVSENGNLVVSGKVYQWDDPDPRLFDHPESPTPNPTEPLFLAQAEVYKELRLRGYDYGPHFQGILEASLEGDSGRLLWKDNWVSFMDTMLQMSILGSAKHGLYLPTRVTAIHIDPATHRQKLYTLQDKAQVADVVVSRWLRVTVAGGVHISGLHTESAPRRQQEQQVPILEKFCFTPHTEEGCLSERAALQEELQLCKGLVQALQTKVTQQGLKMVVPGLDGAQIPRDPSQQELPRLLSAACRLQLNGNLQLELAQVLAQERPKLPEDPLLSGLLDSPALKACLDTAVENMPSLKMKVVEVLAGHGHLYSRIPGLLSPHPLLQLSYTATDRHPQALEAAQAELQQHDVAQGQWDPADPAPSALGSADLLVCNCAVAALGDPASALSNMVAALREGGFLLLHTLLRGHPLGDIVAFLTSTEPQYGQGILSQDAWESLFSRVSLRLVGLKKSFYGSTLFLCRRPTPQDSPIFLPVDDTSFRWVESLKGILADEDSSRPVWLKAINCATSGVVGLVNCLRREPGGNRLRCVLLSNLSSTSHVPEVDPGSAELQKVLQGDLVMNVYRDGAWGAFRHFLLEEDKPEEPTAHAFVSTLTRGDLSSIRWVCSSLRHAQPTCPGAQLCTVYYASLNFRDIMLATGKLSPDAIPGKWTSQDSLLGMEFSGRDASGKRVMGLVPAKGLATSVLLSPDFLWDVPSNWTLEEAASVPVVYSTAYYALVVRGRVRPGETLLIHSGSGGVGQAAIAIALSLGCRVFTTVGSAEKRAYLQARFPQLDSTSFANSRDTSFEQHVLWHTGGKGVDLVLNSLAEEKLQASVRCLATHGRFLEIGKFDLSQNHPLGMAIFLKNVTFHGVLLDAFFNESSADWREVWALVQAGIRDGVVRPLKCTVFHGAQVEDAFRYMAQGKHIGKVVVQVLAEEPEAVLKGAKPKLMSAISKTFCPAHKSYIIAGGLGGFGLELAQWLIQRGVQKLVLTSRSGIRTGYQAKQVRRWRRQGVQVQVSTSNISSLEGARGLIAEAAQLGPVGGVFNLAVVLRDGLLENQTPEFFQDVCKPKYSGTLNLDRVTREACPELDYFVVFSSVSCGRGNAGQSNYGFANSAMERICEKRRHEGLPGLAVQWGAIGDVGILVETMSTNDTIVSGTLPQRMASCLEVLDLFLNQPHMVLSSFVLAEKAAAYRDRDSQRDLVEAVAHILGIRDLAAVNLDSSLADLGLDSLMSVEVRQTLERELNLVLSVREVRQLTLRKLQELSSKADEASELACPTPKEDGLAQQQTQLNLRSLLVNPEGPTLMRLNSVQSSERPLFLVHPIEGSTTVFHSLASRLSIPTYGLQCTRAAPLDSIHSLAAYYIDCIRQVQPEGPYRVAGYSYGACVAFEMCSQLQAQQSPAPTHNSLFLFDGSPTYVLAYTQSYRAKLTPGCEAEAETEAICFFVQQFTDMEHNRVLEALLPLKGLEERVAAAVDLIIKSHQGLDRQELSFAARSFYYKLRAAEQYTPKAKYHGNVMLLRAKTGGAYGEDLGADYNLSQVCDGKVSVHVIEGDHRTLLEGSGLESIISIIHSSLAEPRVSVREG
# Rin1-Abl PPI inh – inhibitors of Rin1-Abl protein binding, primary screen, biochemical, TR-FRET; Tyrosine-protein kinase ABL1 (Homo sapiens) + Ras and Rab interactor 1 (Homo sapiens), …; inhibition, % at 7.35 µM; 0.4% of 360,000 active; AID 588664, 2011; in the data active means inhibition above about 5%, passing the limit was not always enough
# Neddyl block – inhibitors of cullin neddylation, primary screen, biochemical, TR-FRET, uHTS, NAE and Ubc12. 0.58% of 360,000 active. calls only at 25 µM. AID 651699, 2012. NEDD8-conjugating enzyme Ubc12 (Homo sapiens) + NEDD8-activating enzyme E1 regulatory …; in the data active means inhibition above about 36%
# NRP1-CendR mod – modulators of CendR peptide binding to NRP-1, primary screen, biochemical, fluorescence polarization, uHTS | inhibition, % at 25 µM | Neuropilin-1 (Homo sapiens), O14786 | 0.85% of 360,000 active | FAM-RPARPAR peptide binding to NRP-1 | AID 602438, 2012;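 active means inhibition or corrected inhibition above about 18%, plus a signal ratio from 0.5 to 1.5, limit read from the data, passing the limit was not always enough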; further: strong numbers were not always called active
# MT1-MMP act inh – blockers of MT1-MMP proenzyme processing, primary screen, HT1080 RFP-PRO-GFP cells, GFP/RFP fluorescence. Matrix metalloproteinase-14 (Homo sapiens), P50281. GFP/RFP ratio fluorescence, overnight; percent of plate control window, DMSO zero. GFP/RFP ratio change, % at 20 µM. 0.061% of 360,000 active. AID 651647, 2012;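 active means GFP/RFP ratio change of at least 30% with cell ATP level not reduced by more than half and red fluorescence within 50% of control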; further: strong numbers were not always called active
#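 Material: RFP-PRO-GFP reporter HT1080 cells. Dosing: single-point 20 µM compound, 1% DMSO. Controls: DMSO and RFP-L50D-GFP cell wells. Timing: cells overnight before dosing, compound overnight, 37 °C, 5% CO2. Measure: GFP/RFP fluorescence ratio.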
# eLon inh – inhibitors of E. coli Lon protease, primary screen, biochemical, fluorescence polarization | P0A9M0 | purified E. coli Lon protease | inhibition, % at 7.94 µM | 0.42% of 360,000 active | AID 602123, 2011; in the data active means inhibition above about 13%, passing the limit was not always enough;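 further: 0% = enzyme with probe and DMSO and 100% = no enzyme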
# MsrA inhibitor – bovine MsrA enzyme inhibitors, primary screen, biochemical, absorbance, HTS. 0.75% of 360,000 active. purified bovine MsrA, absorbance read-out. inhibition, % at 15.5 µM. Methionine sulfoxide reductase A (Bos taurus); in the data active means inhibition above about 4.5%;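 further: 0% = vehicle wells with enzyme and 100% = reference inhibitor wells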
# * hit, by the source's call; i = inactive; · = not tested or not shown.
SMILES,SKN-1 block,MsrA act,FAS-TE inh,Rin1-Abl PPI inh,Neddyl block,NRP1-CendR mod,MT1-MMP act inh,eLon inh,MsrA inhibitor
Cc1cccc(OCCNc2nc3c(c(=O)n(C)c(=O)n3C)n2C)c1,0,-3,-9,-3,i,4,4,-9,-1.8
CC[n+]1ccccc1/C=C/Nc1ccccc1,12,-6,-5,-5,i,7,-6,-12,2.2
CC(=O)NC(=O)NC1CSCC1OC(C)=O (configuration not stated),14,-1,-7,-2,i,2,0,-2,0.1
Cc1cccc(N(CC(N)=O)C2SC(=O)NC2=O)c1 (configuration not stated),-21,0,-8,1,i,9,-1,-2,0.8
O=C(Nc1ccc(S(=O)(=O)N2CCCC2)cc1)C1COc2ccccc2O1 (configuration not stated),9,-2,4,1,i,-1,-1,-5,0.3
O=C1N2CCCCC1(Sc1ccccc1)CCC2 (configuration not stated),-10,0,-6,·,i,-3,2,0,-0.3
CCc1nnc(NC(=O)C2CCN(C(=O)c3ccccc3C)CC2)s1,3,-2,-8,-1,i,2,0,-4,1.0
COc1ccc(S(=O)(=O)N2CCOCC2)cc1NC(=O)CN1C(=O)NC2(CCCC2)C1=O,13,-2,-10,2,i,8,-1,-5,0.1
CC(Oc1ccc(Cl)cc1)c1ccnc(N)n1 (configuration not stated),-9,-3,-1,2,i,-4,1,7,0.3
O=C(CN1CCC(NC(=O)c2ccccc2)CC1)NCc1ccccc1F,24,-8,-2,1,i,-3,-8,-8,0.6
O=C(Nc1ccc([N+](=O)[O-])cc1)C(c1ccccc1)c1ccccc1,-20,-3,33,7,i,0,7,9,-0.2
O=C1C=CC(=O)N1Cc1ccncc1,9,-2,-8,1,i,-25,-4,-5,-0.4
COC1=Nc2ccccc2N2CCN=C12,5,-12,-8,-2,·,-1,0,1,1.6
CCN(CC)CCn1c(-c2ccc(C)cc2)nc(=S)c2c1CC(C)(C)OC2,3,-5,-2,-4,i,-1,-1,-1,1.6
CN(Cc1nc2ccccc2n1C)S(C)(=O)=O,-9,1,-7,1,i,-2,4,1,-0.9
O=C(O)c1cccc2c1C(=O)c1cc(Br)ccc1S2(=O)=O,17,1,-6,3,i,6,-3,1,0.5
CC(=O)c1cccc(NC(=S)N2CCN(CCN3C(=O)c4cccc5cccc(c45)C3=O)CC2)c1,0,-1,-7,-2,i,-4,1,-17,2.0
CS(=O)(=O)N(CC(=O)NCCSc1ccccc1)c1ccc2c(c1)OCO2,10,-1,-3,0,i,3,2,0,0.9
O=C(NC1CCCC1)C(c1ccco1)N(C(=O)c1ccco1)c1ccccc1 (configuration not stated),-6,-9,-1,1,i,0,1,6,-0.7
CCOc1cc(/C=N/NC(=O)c2ccc(O)cc2)ccc1Oc1nc(Cl)ncc1F,4,-4,2,-6,i,-2,1,-1,0.6
O=c1c2ccccc2[nH]c(=S)n1CCC1=CCCCC1,-6,-3,-7,1,i,-8,-7,-4,1.3
COc1cccc(C2NC(=O)NC(C)=C2C(=O)Nc2cc(OC)ccc2OC)c1 (configuration not stated),-5,-14,-7,-2,i,7,1,-11,0.1
O=C(CSc1nc(-c2ccccc2)cc(=O)[nH]1)Nc1ccc(Br)cc1,-3,-2,-6,1,i,-6,1,0,-1.2
COc1ccc(C2CC(c3cccs3)=NN2C(=O)CSc2nncn2C)cc1OC (configuration not stated),0,-3,-13,-3,i,10,-1,4,2.8
CN(CC1CCCO1)S(=O)(=O)c1ccc(C(=O)N2CCN(c3ccccc3)CC2)cc1 (configuration not stated),4,1,14,0,i,6,-3,0,-0.8
Cn1c(SCC2CCCO2)nnc1-c1ccncc1 (configuration not stated),-4,-4,-5,-2,i,-6,0,-6,-0.8
CC(Sc1nnc(-c2cccnc2)n1C)C(=O)N1CCOCC1 (configuration not stated),21,-1,-9,0,i,13,0,7,-1.3
O=C(O)c1cc(C(=O)O)cc(N2C(=O)CSC2=S)c1,-1,-3,-1,-9,i,-20,9,-6,1.7
C/C(Cc1ccccc1)=N\NC(=O)c1cccnc1,3,-2,-11,0,i,10,-3,-5,0.4
CCC1(CC(C)C)SC(N)=NC1=O (configuration not stated),-7,-1,-6,3,i,-9,2,-2,-0.8
NS(=O)(=O)c1ccc(CCNC(=O)CNC(=O)c2ccccc2Br)cc1,2,-1,-4,-1,i,-12,3,11,-1.1
S=C(Nc1ccccc1)Nc1nc2ccccc2n1CCOc1ccc(Br)cc1,4,-3,6,-3,i,-9,6,8,0.0
COc1ccc(-c2nc3ncccc3n2O)cc1,6,-12,-8,0,i,5,3,-3,3.7
CN(C)C(CNC(=O)C1CC(=O)N(c2cccc(C(F)(F)F)c2)C1)c1ccccc1 (configuration not stated),5,-6,-7,0,i,1,-3,-2,-0.9
COc1ccc2c(c1)[nH]c1c(=O)n(/N=C/c3ccc(OC)c(COc4ccccn4)c3)cnc12,4,-4,-6,-1,i,-8,7,-10,0.9
CSC1=N/C(=C\c2ccc(Cl)cc2)C(=O)N1N(C)C,19,-3,14,1,i,0,-3,-5,-0.4
Cc1nc2ccc(S(=O)(=O)NC(C(=O)Nc3nccs3)C(C)C)cc2s1 (configuration not stated),2,-3,-8,-1,i,19,1,-2,1.6
CN(C)/C=C/C(=O)c1ccc(C(F)(F)F)cc1F,4,-9,-2,-3,i,4,2,1,2.2
CCN(CC)c1ccc(CNc2nnnn2C)cc1,4,-3,-5,-5,i,-26,0,-1,0.3
NNc1nc2c(Cl)c(Cl)ccc2s1,17,-3,-12,0,i,1,-12,-6,1.4
COc1cccc(C(=O)NCC2CCCN2S(=O)(=O)c2ccccc2)c1 (configuration not stated),-5,1,-3,-1,i,3,0,-29,-0.1
CCCCN1CCNC[C@H]1Cc1ccc(O)cc1,-9,-1,-10,-2,i,6,4,-9,-0.8
Cc1nc2ccccc2c(=O)n1/N=C/c1ccccc1OC(F)F,7,-2,10,-1,i,2,-1,5,2.8
COc1ccc(-n2cnnc2SCC(=O)Nc2ccc(N3CCOCC3)cc2)cc1,10,-1,-11,-3,i,4,6,4,-0.2
COc1ccccc1Nc1nc(N)nc(CSc2nncn2C)n1,8,1,-5,-1,i,-4,1,13,0.7
O=C(/C=C/c1ccco1)NC(=S)Nc1cc(-c2nc3ccccc3s2)ccc1Cl,18,-6,8,-4,i,-56,-5,-28,1.9
CC(=O)Nc1ccc(S(=O)(=O)N2CCN(C(=O)N3CCOCC3)CC2)cc1,-3,-2,-3,0,i,0,-1,2,0.9
CCOC(=O)CSC1=C(C#N)C(=O)NC(c2ccc(OC)c(OC)c2)S1 (configuration not stated),-1,4,0,2,i,-10,5,-6,4.5
Cc1cc(C(=O)CN2CC(C)OC(C)C2)c(C)n1-c1ccccc1 (configuration not stated),2,-1,-4,0,i,-6,-3,3,0.0
Cc1[nH]n(-c2ccccc2)c(=O)c1N=Nc1ccc(C#N)cc1,17,-2,1,-2,i,-3,5,-5,-0.4
COCCN(C(C)=O)c1nnc(-c2cnccn2)s1,32,-4,-5,-7,i,1,-1,3,1.4
O=C(CSc1nc(-c2ccccc2)cc(=O)[nH]1)NCc1ccc2c(c1)OCO2,13,-9,-10,1,i,4,-2,5,0.2
CNc1cncc(-c2c(OC)cccc2OC)n1,6,-2,-9,-1,·,-13,-2,3,1.2
Cc1oc2c(c(C)cc3oc(=O)c(CC(=O)N[C@@H](CC(C)C)C(=O)O)c(C)c32)c1C,-10,-9,-2,0,·,-1,-1,9,0.4
COc1ccc(-c2ccc(/C=C(\NC(=O)c3ccccc3)C(=O)N3CCOCC3)o2)cc1,5,-6,7,-3,i,-20,-7,-7,4.6*
C#CCOc1ccc2c3c(c(=O)oc2c1)CCCC3,33,5,23,0,·,2,-1,-4,0.6
O=C(c1ccc([N+](=O)[O-])s1)N1CCc2ccccc21,6,1,-5,1,i,-87,-3,3,1.4
COc1ccc(NC(=O)C2CC(=O)N/C(=N/N=C/c3ccccc3)S2)cc1 (configuration not stated),5,-3,3,-1,i,2,6,2,-0.7
O=C(O)c1cccc(Nc2nc(N3CCOCC3)nc(N3CCOCC3)n2)c1,-7,-2,-11,1,i,6,4,-5,2.7
O=C(N/N=C1\CCCc2c1[nH]c1ccc(Cl)cc21)c1ccncc1,-8,-15,5,-2,i,10,2,-1,1.8

# Full records as entered above. Order of values: SKN-1 block | MsrA act | FAS-TE inh | Rin1-Abl PPI inh | Neddyl block | NRP1-CendR mod | MT1-MMP act inh | eLon inh | MsrA inhibitor
# O=C(c1ccc([N+](=O)[O-])s1)N1CCc2ccccc21 reads 6 | 1 | -5 | 1 | i | -87 | -3 | 3 | 1.4
# COc1ccc(-c2ccc(/C=C(\NC(=O)c3ccccc3)C(=O)N3CCOCC3)o2)cc1 reads 5 | -6 | 7 | -3 | i | -20 | -7 | -7 | 4.6*
# Cc1[nH]n(-c2ccccc2)c(=O)c1N=Nc1ccc(C#N)cc1 reads 17 | -2 | 1 | -2 | i | -3 | 5 | -5 | -0.4
# O=C(N/N=C1\CCCc2c1[nH]c1ccc(Cl)cc21)c1ccncc1 reads -8 | -15 | 5 | -2 | i | 10 | 2 | -1 | 1.8
# CNc1cncc(-c2c(OC)cccc2OC)n1 reads 6 | -2 | -9 | -1 | · | -13 | -2 | 3 | 1.2

# Carrying on:
SMILES,SKN-1 block,MsrA act,FAS-TE inh,Rin1-Abl PPI inh,Neddyl block,NRP1-CendR mod,MT1-MMP act inh,eLon inh,MsrA inhibitor
COCCCN1C(=O)c2ccc(C(=O)N3CCN(c4ccc(OC)cc4)CC3)cc2C1=O,5,0,-9,2,i,-8,1,6,0.2
COCCCN1C(=O)C(CC(=O)NCCCCc2ccccc2)CC(C(=O)N(C(C)C)C(C)C)=C1C (configuration not stated),5,-1,-4,2,i,-6,-2,-15,0.5
O=C(CN(C(=O)c1csnn1)c1ccccc1C(F)(F)F)NCc1ccccc1,6,0,7,3,i,4,-8,8,0.5
O=C(CNC(=S)N(Cc1ccccc1)Cc1cccnc1)NC1CC1,0,-4,-9,0,i,-2,-7,-5,-0.8
CCOC(=O)c1c(-c2ccc(Cl)cc2)csc1NC(=O)CNCc1ccco1,1,0,32,-3,i,-5,-6,-10,0.2
COc1cc(OC)cc(N2C(=O)CC(N3CCC(C(=O)N4CCCCC4)CC3)C2=O)c1 (configuration not stated),10,-5,-4,3,i,19,1,-10,0.0
CN1CCN(Cn2cc(/C=C/C(=O)c3ccccc3)c3ccccc32)CC1,12,-2,-5,-3,i,-52,2,-21,·
CCCCn1c(=N)n(CC(=O)c2ccco2)c2ccccc21,9,-3,-9,-5,i,-19,-2,-6,0.2
C=CCOC(=O)/C(=C\c1cccc2ccccc12)NC(=O)c1ccccc1,-13,-3,6,2,i,0,-2,-6,0.4
O=C1CCN(CCCc2ccccc2)CCN1[C@H](CO)c1ccccc1,6,-6,-11,3,i,6,2,0,0.9
Clc1ccc(Nc2ccc(-n3ccnc3)nn2)cc1Cl,37*,1,21,0,i,1,-5,9,0.2
COc1ccccc1C(=O)NC(CCSC)C(=O)N1CCC(Cc2ccccc2)CC1 (configuration not stated),-7,-3,18,0,i,2,-5,-6,-0.9
O=C1Cc2ccccc2C(=O)N1Cc1ccccc1,-1,-8,37,4,i,-2,-1,-8,-0.5
CCOc1ccc2nc(SCC(=O)c3ccc(C)s3)sc2c1,0,-1,28,1,i,10,1,1,-0.4

# Source: PubChem BioAssay
